AMPAR-TARP mod: modulators of GluA2-stargazin AMPA receptor complexes, primary screen, cell-based, membrane potential dye. Voltage-dependent calcium channel gamma-2 subunit (Mus musculus) + Glutamate receptor 2 …. HEK293 GluA2+stargazin, membrane potential dye (FDSS), glutamate EC50; hits were called plate by plate, in both directions. calls only at 30 µM. hit rate 3.5% among 40,000. AID 1259245, 2017;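 active = any of four per-well response measures lying three or more SD from its plate-wide compound average, in either direction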
Target sequence (O88602 whole entry, looked up): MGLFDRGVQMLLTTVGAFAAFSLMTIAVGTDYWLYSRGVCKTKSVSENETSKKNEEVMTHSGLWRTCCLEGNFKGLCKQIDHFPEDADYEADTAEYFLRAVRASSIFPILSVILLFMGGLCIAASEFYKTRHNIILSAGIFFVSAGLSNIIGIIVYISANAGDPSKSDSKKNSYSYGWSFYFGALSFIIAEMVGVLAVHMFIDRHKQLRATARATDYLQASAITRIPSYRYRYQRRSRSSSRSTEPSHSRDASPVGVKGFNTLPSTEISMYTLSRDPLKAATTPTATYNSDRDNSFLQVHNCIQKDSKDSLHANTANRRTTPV
Target sequence (P19491 whole entry, looked up): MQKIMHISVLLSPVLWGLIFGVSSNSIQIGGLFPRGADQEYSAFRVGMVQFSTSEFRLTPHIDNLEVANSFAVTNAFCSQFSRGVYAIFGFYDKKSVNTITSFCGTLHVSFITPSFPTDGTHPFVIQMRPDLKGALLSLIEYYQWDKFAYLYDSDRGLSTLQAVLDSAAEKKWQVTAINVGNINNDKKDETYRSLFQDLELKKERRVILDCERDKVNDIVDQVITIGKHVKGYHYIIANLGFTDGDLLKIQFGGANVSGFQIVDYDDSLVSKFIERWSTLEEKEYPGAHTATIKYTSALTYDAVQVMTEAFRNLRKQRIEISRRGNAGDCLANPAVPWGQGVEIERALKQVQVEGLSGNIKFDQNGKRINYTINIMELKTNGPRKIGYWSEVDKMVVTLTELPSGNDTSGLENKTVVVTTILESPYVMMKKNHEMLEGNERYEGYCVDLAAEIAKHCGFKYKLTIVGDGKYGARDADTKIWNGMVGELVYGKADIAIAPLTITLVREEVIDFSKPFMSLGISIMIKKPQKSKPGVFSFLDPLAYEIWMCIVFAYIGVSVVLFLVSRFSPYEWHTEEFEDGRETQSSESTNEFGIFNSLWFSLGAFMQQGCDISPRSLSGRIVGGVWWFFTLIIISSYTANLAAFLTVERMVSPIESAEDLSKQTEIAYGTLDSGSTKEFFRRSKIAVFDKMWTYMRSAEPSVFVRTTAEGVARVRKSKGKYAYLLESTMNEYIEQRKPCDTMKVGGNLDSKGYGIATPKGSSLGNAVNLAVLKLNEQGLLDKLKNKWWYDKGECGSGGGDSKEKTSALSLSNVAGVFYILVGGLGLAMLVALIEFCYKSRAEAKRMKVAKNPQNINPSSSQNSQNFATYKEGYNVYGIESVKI
AMPAR-TARP mod agonism max-min: further read-out of AMPAR-TARP mod, marked with its call; compound max-min signal; compound-alone response (agonism);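 unitless range of fluorescence divided by baseline over first 100 seconds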
AMPAR-TARP mod glutamate slope: also measured in AMPAR-TARP mod; calls as there; glutamate slope, % of max; measured here: glutamate response slope, % max;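 scaled per plate between vehicle wells and maximal 1 mM glutamate control wells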
* = called active by the depositor; i = inactive; + = active, no number; & = joins results of further samples. The list is partial. The share of hits here may be higher or lower than overall.

no.	Structure	AMPAR-TARP mod	AMPAR-TARP mod glutamate slope	AMPAR-TARP mod agonism max-min
1	COc1ccc(S(=O)(=O)NCCc2csc(-c3cccc(F)c3)n2)c(OC)c1	i	62	0.11
2	O=c1c(Oc2ccccc2Br)coc2c3c(ccc12)OCN(C1CCS(=O)(=O)C1)C3 (centres undefined)	i	55	0.11
3	CCc1ccc(CC(=O)Nc2sc3c(c2-c2nc4ccccc4s2)CCC(C)C3)cc1 (centres undefined)	i	33	0.065
4	COc1ccc(N2CCCS2(=O)=O)cc1NC(=O)C(=O)NCCC(C)C	i	50	0.099
5	Fc1cccc(-c2nc3c4ccccc4nc(=S)n3[nH]2)c1	i	35	0.14
6	Cc1cc(NC(=O)CCc2ccccc2)ccc1N1CCCCC1=O	i	56	0.1
7	Cn1cccc1C(O)CNC(=O)c1cc(=O)c2ccccc2o1 (centres undefined)	i	63	0.11
8	Cn1cccc(C(=O)N2CCC(c3nnc(-c4ccc(F)cc4)o3)CC2)c1=O	i	51	0.13
9	CCCC(=O)N(CCN1CCOCC1)c1nc2c(OC)ccc(OC)c2s1	+	30*	0.21*
10	Cc1cc(O)c(C(c2cccs2)c2c(O)cc(C)[nH]c2=O)c(=O)[nH]1	i	52	0.046
11	CCc1cccc(NC(=O)NCCNc2cc(-n3ccnc3C)nc(C)n2)c1	i	71	0.11
12	COc1ccc(NC(=O)CSc2ccnc3c2c(=O)n(C)c(=O)n3C)cc1OC	i	45	0.052
13	Cc1ccc(C)c(S(=O)(=O)c2cnc(SCC(=O)Nc3cccc(Cl)c3)[nH]c2=O)c1	i	69	0.12
14	Cc1ccc(OCC(=O)Nc2ccc(S(=O)(=O)N3CCC(C)CC3)cc2)cc1	i	58	0.054
15	O=C(/C=C/c1cccnc1)NC1(c2nc(-c3cnccn3)no2)CCCCC1	i	58	0.077
16	Cc1ccc2oc(=O)c(S(=O)(=O)c3ccc(F)c(Cl)c3)cc2c1	i	54	0.11
17	Cc1cc(NC(=O)CSc2nnc(N3CCN(C(=O)c4ccc5c(c4)OCO5)CC3)s2)no1	i	65	0.13
18	O=C1CCCCN1c1cccc(NS(=O)(=O)c2cc(Cl)ccc2Cl)c1	i	51	0.048
19	O=C(CCc1nc2sc3c(c2c(=O)[nH]1)CCCC3)Nc1cccc(Cl)c1	i	60	0.1
20	Cn1nc(-c2cccc(NS(=O)(=O)c3ccc(F)c(Cl)c3)c2)ccc1=O	i	61	0.085
21	NC(=O)C1CCN(Cc2ccccn2)CC1	i	39	0.049
22	COc1ccc2c(CC(=O)Nc3cccc(C(F)(F)F)c3)cc(=O)oc2c1	i	43	0.091
23	O=C(COc1ccccc1F)NCCN1CCN(C(=O)c2ccsc2)CC1	i	53	0.13
24	COc1ccc(N=Cc2c(NCCO)nc3c(C)cccn3c2=O)cc1	+	64*	0.19*
25	CCOCCCNC(=O)C(=O)NCc1ccccc1Cl	i	57	0.12
26	O=C(Nc1ccccc1[N+](=O)[O-])C(=O)N1CCN(c2ccccc2F)CC1	i	64	0.11
27	COc1ccc(-c2nnc(NC(=O)c3cc(OC)c(OC)c(OC)c3)o2)cc1	i	70	0.18
28	CC(C)N(CC#CCNS(=O)(=O)Cc1cccc(F)c1)C(C)C	i	56	0.075
29	O=C(CS(=O)(=O)c1ccccc1)N(CCN1CCOCC1)c1nc2c(F)cccc2s1	i	40	0.062
30	Cc1cc(C(=O)N(Cc2ccccn2)c2nc3c(C)ccc(Cl)c3s2)on1	i	50	0.054
31	CC(C)n1nccc1-c1nnc(NC(=O)CCSc2ccc(Cl)cc2)o1	i	37	0.066
32	COc1ccc(CCNC(=O)C(=O)Nc2ccc([N+](=O)[O-])cc2C)cc1OC	i	66	0.13
33	O=C(CCCS(=O)(=O)c1ccc(F)cc1)Nc1ncnc2sccc12	i	55	0.1
34	CC1=C(C(=O)Nc2cccc(C(F)(F)F)c2)C(c2ccc(F)cc2)C2=C(CCCC2=O)N1 (centres undefined)	i	50	0.12
35	Cc1c(Cl)cccc1NC(=O)Cc1cc(-c2ccc(F)cc2)on1	i	47	0.082
36	Cc1noc(C)c1S(=O)(=O)N1CCN(Cc2nc(-c3ccco3)cs2)CC1	i	60	0.15
37	COc1nn(C)cc1C(=O)Nc1ccc2c(c1)N(C(=O)c1ccco1)CC2	+	46*	0.23*
38	O=C(CCCS(=O)(=O)c1ccc(Cl)cc1)Nc1nc(-c2cc([N+](=O)[O-])cs2)cs1	i	54	0.15
39	CCCCn1c(NCCCN2CCOCC2)nc2c1c(=O)[nH]c(=O)n2C	i	39	0.18
40	O=C(c1cccs1)N(CCN1CCOCC1)c1nc2c(F)cc(F)cc2s1	i	40	0.038
41	COC(=O)C1=C(N)Oc2cc(C)n(Cc3ccco3)c(=O)c2C1c1cccc(OC)c1 (centres undefined)	i	61	0.065
42	COc1ccc2nc(N(CCN3CCOCC3)C(=O)c3ccc(S(C)(=O)=O)cc3)sc2c1	i	40	0.034
43	O=C(Cn1cc(-c2nnc(-c3ccco3)o2)c2ccccc21)NCCc1ccccc1	i	58	0.11
44	CCCCS(=O)(=O)N1CCN(c2cc(-n3ccnc3C)ncn2)CC1	i	65	0.075
45	CCS(=O)(=O)c1ccc(CC(=O)Nc2nnc(-c3ccc(F)cc3)o2)cc1	i	63	0.067
46	CCOC(=O)N1CCN(C(=O)Cn2cnc3c(nnn3C)c2=O)CC1	i	59	0.077
47	CC(NC(=O)Cc1csc(Nc2ccc(F)cc2)n1)c1ccccc1 (centres undefined)	i	40	0.19
48	COc1cccc(-n2c(C)c(C)n3c4c(=O)n(CC(=O)OCc5ccccc5)c(=O)n(C)c4nc23)c1	i	75	0.073

Reformatted with each value named: entries from further up.
#19 O=C(CCc1nc2sc3c(c2c(=O)[nH]1)CCCC3)Nc1cccc(Cl)c1
  AMPAR-TARP mod: i
  AMPAR-TARP mod glutamate slope: 60
  AMPAR-TARP mod agonism max-min: 0.1

#36 Cc1noc(C)c1S(=O)(=O)N1CCN(Cc2nc(-c3ccco3)cs2)CC1
  AMPAR-TARP mod: i
  AMPAR-TARP mod glutamate slope: 60
  AMPAR-TARP mod agonism max-min: 0.15

#30 Cc1cc(C(=O)N(Cc2ccccn2)c2nc3c(C)ccc(Cl)c3s2)on1
  AMPAR-TARP mod: i
  AMPAR-TARP mod glutamate slope: 50
  AMPAR-TARP mod agonism max-min: 0.054

#27 COc1ccc(-c2nnc(NC(=O)c3cc(OC)c(OC)c(OC)c3)o2)cc1
  AMPAR-TARP mod: i
  AMPAR-TARP mod glutamate slope: 70
  AMPAR-TARP mod agonism max-min: 0.18

The listing continues.
no.	Structure	AMPAR-TARP mod	AMPAR-TARP mod glutamate slope	AMPAR-TARP mod agonism max-min
49	CCOC(=O)c1ccccc1NC(=O)CSc1nc(=O)[nH]c(C)c1C(=O)OCC	i	64	0.037
50	COc1ccc(S(=O)(=O)Nc2ccc3c(c2)N(S(=O)(=O)c2ccccc2)CCC3)cc1F	i	72	0.082
51	O=C(CSc1n[nH]c(=O)c2cc(-c3ccco3)nn12)NC1CCCCC1	i	65	0.087
52	CCc1ccc(S(=O)(=O)NCC(c2cccs2)N2CCOCC2)s1 (centres undefined)	i	65	0.12
53	O=C(CN1C(=O)CCC1=O)NCC1CCN(C(=O)/C=C/c2ccco2)CC1	i	37	0.054
54	CCn1c(SCC(=O)Nc2cccc(C)c2C)nnc1-c1cn(C)nc1OC	i	49	0.069
55	O=C(NCCC1=CCCCC1)C(=O)NCCc1ccc(F)cc1	i	55	0.14
56	CCOC(=O)c1c(SCc2cc(C)ccc2C)nc(=O)[nH]c1C	i	68	0.045
57	Cc1ccc(C)c(S(=O)(=O)NC2CCCC(O)C2)c1 (centres undefined)	i	74	0.15
58	COCCNC(=O)Nc1ccc2c(c1)N(C(C)=O)CC2	i	50	0.12
59	NC(=O)c1nn(-c2ccc(F)cc2)c(=O)cc1O	i	34	0.044
60	CCOc1ccc(CC(=O)Nc2ccc3c(c2)N(S(=O)(=O)c2ccccc2)CCC3)cc1	i	68	0.082
61	CCOC(=O)c1cccc(NC(=O)CN2N=NC3C(=O)N(c4ccc(OC)c(Cl)c4)C(=O)C32)c1 (centres undefined)	i	58	0.13
62	COc1ccc(Cl)cc1NC(=O)C(=O)NCC1CCN(C)CC1	i	64	0.091
63	CCC(C)c1ccccc1OCC(O)CNC(C)(C)C (centres undefined)	i	61	0.051
64	O=C(NCC(O)c1cccc2ccccc12)c1c(F)cccc1Cl (centres undefined)	i	81	0.14
65	CC(C)(C)n1ncc2c(=O)n(NC(=O)c3cccc([N+](=O)[O-])c3)cnc21	i	34	0.036
66	CCNC(=O)Cc1csc(Nc2ccc(Cl)cn2)n1	i	49	0.13
67	O=C(NN1CCOCC1)c1ccc(Cl)s1	i	44	0.045
68	COc1ccccc1NC(=O)NCC(O)c1ccsc1 (centres undefined)	i	43	0.1
69	O=C(C(=O)N1CCOCC1)c1cn(CC(=O)N2CCOCC2)c2ccccc12	i	61	0.058
70	COc1ccc(-c2nc(SC(CC(=O)NCCc3ccccc3)c3cccs3)n[nH]2)cc1 (centres undefined)	i	82	0.094
71	Cn1nc2c(c1NC(=O)CCS(=O)(=O)c1ccc(F)cc1)CCC2	i	52	0.071
72	Cc1c(C)n2c3c(=O)n(CC(C)C)c(=O)n(C)c3nc2n1C1CCCC1	i	58	0.078
73	Cc1cc(C)n(CCN2CCCN(S(=O)(=O)c3ccc(Cl)cc3)CC2)n1	i	61	0.11
74	CC(C)CCNC(=O)C(=O)Nc1cccc(N2CCCCC2=O)c1	i	44	0.055
75	COc1ccc(-c2nnc(NC(=O)c3cc(Cl)sc3Cl)o2)cc1OC	i	66	0.13
76	Cn1cc(C(=O)N2CCOCC2)cc(NC(=O)c2cc(Cl)ccc2Cl)c1=O	i	63	0.095
77	COc1ccc(N2C(=O)CC(C3CCCC=C3N3CCCCC3)C2=O)cc1 (centres undefined)	i	55	0.13
78	Cc1nn(C2CCS(=O)(=O)C2)c(C)c1N1CCNCC1 (centres undefined)	i	53	0.045
79	Cc1cc(C)c(NC(=O)Cn2nc(-c3ccco3)c3sc(N4CCCCC4)nc3c2=O)c(C)c1	i	53	0.083
80	CC1(C)COCN1C(=O)c1ccc(S(=O)(=O)N2CCCC2)o1	i	57	0.084
81	Cc1ccc(Cl)cc1S(=O)(=O)NC1CCCC(O)C1 (centres undefined)	i	76	0.16
82	O=C(Nc1nc2ccc([N+](=O)[O-])cc2s1)c1ccc(=O)n(Cc2c(F)cccc2Cl)c1	+	50*	0.29*
83	Cc1nnsc1C(=O)Nc1ccc2c(c1)N(C(=O)C1CC1)CC2	i	53	0.21
84	N#Cc1cnc(-c2ccc(F)cc2)n(CC(=O)Nc2ccc(C(F)(F)F)cc2)c1=O	i	14	0.11
85	CSc1cccc2sc(N3CCN(C(=O)NC(C)(C)C)CC3)nc12	i	65	0.11
86	CCOc1cc(C(=O)Nc2ccc(CC(=O)N3CCCC3)cc2)cc(OCC)c1OCC	i	24	0.043
87	Cc1ccc(C)c(OCC(=O)Nc2ccccc2C(=O)O)c1C	i	51&92	0.094&0.056
88	CC1CCCN(C(=O)c2csc(-c3cnccn3)n2)C1 (centres undefined)	i	56	0.11
89	CCOc1ccc(-n2nnc(C(=O)NCc3ccco3)c2N)cc1	i	62	0.12
90	CCCCCNC(=O)CCCOc1ccc(C)cc1C	+	60*	0.1*
91	COc1cccc(-c2cc(CC(=O)NCCC3=CCCCC3)no2)c1	i	48	0.085
92	CC(C)C(=O)Nc1sc2c(c1-c1nc3ccccc3s1)CCN(Cc1ccccc1)C2	i	58	0.13
93	CN(C)c1ccc(-c2noc(-c3cc4ccc(O)cc4oc3=O)n2)cc1	+	52*	0.14*
94	NC(=O)c1ccccc1NC(=O)/C=C/c1ccco1	i	36	0.031
95	CCOC(=O)c1ccc(NC(=O)c2oc(C)nc2C)cc1	i	61	0.14
96	Cc1ccc(C(CNC(=O)C(=O)Nc2ccc(C)cc2[N+](=O)[O-])N2CCOCC2)cc1 (centres undefined)	i	61	0.047
97	O=C(COc1ccccc1)NCC1(c2ccccc2)CCOCC1	i	67	0.069
98	CSc1ccccc1NC(=O)C(=O)NCC1CCN(C(=O)c2snnc2C)CC1	i	50	0.056
99	Cc1cc(O)c(C(=O)/C=C/c2ccccc2O)c(=O)o1	i	78	0.11
100	Cc1cc(C(=O)Nc2sc3c(c2-c2nc4ccccc4s2)CCN(Cc2ccccc2)C3)on1	+	64*	0.16*
101	Cc1ccccc1-c1nc(S(=O)(=O)c2ccccc2)c(NCCCN(C)C)o1	i	53	0.1
102	O=C(C1c2ccccc2Oc2ccccc21)N1CCN(c2ncnc3c2nnn3-c2ccccc2)CC1	i	48	0.055
103	O=C1CC(c2nc3ccccc3n2Cc2ccccc2)CN1c1ccccc1 (centres undefined)	i	73	0.069
104	Cc1ccc(S(=O)(=O)CCCC(=O)Nc2nc(-c3cc([N+](=O)[O-])cs3)cs2)cc1	+	54*	0.14*

Five compounds drawn at random from those above, as already listed:
no.	Structure	AMPAR-TARP mod	AMPAR-TARP mod glutamate slope	AMPAR-TARP mod agonism max-min
100	Cc1cc(C(=O)Nc2sc3c(c2-c2nc4ccccc4s2)CCN(Cc2ccccc2)C3)on1	+	64*	0.16*
23	O=C(COc1ccccc1F)NCCN1CCN(C(=O)c2ccsc2)CC1	i	53	0.13
88	CC1CCCN(C(=O)c2csc(-c3cnccn3)n2)C1 (centres undefined)	i	56	0.11
69	O=C(C(=O)N1CCOCC1)c1cn(CC(=O)N2CCOCC2)c2ccccc12	i	61	0.058
58	COCCNC(=O)Nc1ccc2c(c1)N(C(C)=O)CC2	i	50	0.12
